Assay outcomes from PubChem BioAssay.
GPR35 antagonists: GPR35 antagonists blocking zaprinast-driven arrestin recruitment, primary screen, imaging, U2OS, beta-arrestin-GFP, zaprinast agonist (AID 2058). one-dose inhibition, % at 10 µM; IC50 in µM for titrated hits. U2OS GPR35 beta-arrestin-GFP translocation imaging, zaprinast antagonism; higher % means a stronger effect. 0.052% of 290,000 active. G-protein coupled receptor 35 (Homo sapiens);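 active means inhibition of at least 50% with at least 30 cells and total cytoplasm GFP at most 10,000,000; inconclusive means under 30 cells or total GFP of 10,000,000 plus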
SIAH1 antagonists: Siah-1 peptide-binding antagonists, primary screen, biochemical, fluorescence polarization, rhodamine-plectin, uHTS (AID 1817) | E3 ubiquitin-protein ligase SIAH1 (Homo sapiens) | Siah-1 / rhodamine-plectin peptide fluorescence polarization; higher % means a stronger effect | displacement, % at 20 µM; hits with a dose series show IC50 in µM | 0.02% of 290,000 active;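 active means displacement of at least 50% at 20 µM, with a fluorescence ratio check between 0.3 and a set limit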;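 further: plate controls were Siah plus tracer with DMSO for no effect and tracer alone without Siah for full effect; strong numbers were not always called active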
K1F lysis inhibition: inhibition of K1F phage lysis, E. coli UTI89, bacterial capsule biogenesis inhibitors, alamar blue (AID 488966). E. coli UTI89 K1F phage lysis, alamar blue, 2 h; higher % means a stronger effect. one-dose inhibition, % at 100 µM; IC50 in µM for titrated hits. 0.02% of 340,000 active;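 active means phage lysis inhibition, versus mean bacterial control, above a set limit; inconclusive means no clear call, values can overlap the other calls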;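 further: capsule biogenesis inhibitors block K1F phage lysis so surviving cells raise fluorescence; higher fluorescence means more inhibition of phage lysis; actives were called in the ten point dose series up to 300 µM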
GPR55 beta-arrestin: GPR55 agonists via beta-arrestin recruitment, primary screen, imaging, U2OS cells, beta-arrestin-GFP redistribution (AID 1961); 0.048% of 290,000 active; G-protein coupled receptor 55 (Homo sapiens); U2OS GPR55 beta-arrestin-GFP redistribution imaging; higher % means a stronger effect; activation, % at 10 µM, or EC50 in µM where a hit was titrated;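 active means activation above 40% with more than 50 cells counted in the well; inconclusive means wells holding fewer than 50 cells, flagged as toxic or sparse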;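 further: U2OS osteosarcoma cells stably expressing GPR55 and beta-arrestin-GFP; plate controls were DMSO negative control for no effect and LPI positive control for full effect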
NS5 inhibitors: Dengue-2 NS5 methyltransferase inhibitors, primary screen, biochemical, confirmation dose response (AID 588689); inhibition, % at 25 µM; hits with a dose series show IC50 in µM; 0.3% of 340,000 active; Dengue-2 NS5 methyltransferase capping enzyme assay, biochemical; higher % means a stronger effect; in the data active means a potency from the dose series; inconclusive means inhibition above about 29% without an active follow-up result
GPR55 LPI antagonism: GPR55 antagonists blocking LPI-driven arrestin recruitment, primary screen, imaging, U2OS, beta-arrestin-GFP, LPI agonist (AID 2013); U2OS GPR55 beta-arrestin-GFP translocation imaging, LPI antagonism; higher % means a stronger effect; inhibition, % at 10 µM, or IC50 in µM where a hit was titrated; G-protein coupled receptor 55 (Homo sapiens); 0.13% of 290,000 active;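 active means spots per cell inhibited over 60%, with over 100 cells counted and total cytoplasm intensity under 500,000; inconclusive means wells with under 100 cells, flagged as likely toxic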;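 further: U2OS cells stably carrying GPR55 and arrestin-GFP stimulated by 5 µM LPI near EC80; imaged beta-arrestin-GFP aggregate spots per cell after agonist stimulation; plate controls were LPI-stimulated DMSO wells for no effect and DMSO wells without LPI for full effect; some results filed as inactive read as strong as hits; confirmed hits need IC50 under 10 µM and bright autofluorescent wells are also inconclusive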
NTR1 ag: agonists of NTR1, primary screen, imaging, U2OS cells, beta-arrestin-GFP, high content (AID 493036); Neurotensin receptor type 1 (Homo sapiens), P30989; NTR1-U2OS beta-arrestin-GFP spot imaging, agonist mode; activation, % at 20 µM; 0.17% of 330,000 active;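 active means activation at or above 40% of the spot to cytoplasm intensity ratio, with at least 20 cells analyzed; inconclusive means wells under 20 cells, flagged as cytotoxic or low count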;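 further: 0% = DMSO without peptide and 100% = 100 nM NTR1 peptide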
Target sequence (P30989 whole entry, looked up): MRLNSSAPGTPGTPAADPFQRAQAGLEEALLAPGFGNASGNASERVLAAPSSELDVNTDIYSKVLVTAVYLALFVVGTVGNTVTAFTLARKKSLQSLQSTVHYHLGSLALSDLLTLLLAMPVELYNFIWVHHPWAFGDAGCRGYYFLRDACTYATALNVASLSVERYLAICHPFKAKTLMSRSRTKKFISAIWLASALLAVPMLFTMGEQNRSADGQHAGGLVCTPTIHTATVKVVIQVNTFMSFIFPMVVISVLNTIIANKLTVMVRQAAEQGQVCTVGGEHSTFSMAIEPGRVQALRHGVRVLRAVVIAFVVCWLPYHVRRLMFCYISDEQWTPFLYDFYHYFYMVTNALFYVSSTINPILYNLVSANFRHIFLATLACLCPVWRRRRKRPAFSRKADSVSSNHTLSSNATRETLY
HIV fusion peptide: inhibitors of HIV fusion peptide binding, primary screen, biochemical, uHTS, fluorescence dequenching (AID 1986). cell-free peptide binding, fluorescence dequenching, 30 min; higher % means a stronger effect. inhibition, % at 20 µM, or IC50 in µM where a hit was titrated. 0.3% of 290,000 active; in the data active means inhibition mostly above about 52%, no sharp cut-off; inactive means mostly below about 76%; further: some results filed as inactive read as strong as hits
AID2073: inhibitors of Mint1-CaV2.2 protein interaction, biochemical, HTRF (AID 2073); Voltage-dependent N-type calcium channel subunit alpha-1B (Homo sapiens); HTRF protein-protein interaction, Mint1-CaV2.2; higher % means a stronger effect; inhibition, % at 20 µM; hits with a dose series show IC50 in µM; 0.19% of 290,000 active; in the data active means inhibition mostly above about 51%, no sharp cut-off; inconclusive means no clear call, values can overlap the other calls; inactive means mostly below about 53%; further: some results filed as inactive read as strong as hits
NTR1 ag cell count 20 µM: also measured in NTR1 ag; calls as there; cell count; measured here: cell count, cytotoxicity flag
NS5 inhibitors pilot replicate: second read-out of NS5 inhibitors, no call of its own (marks repeat the call); inhibition, %; measured here: pilot screen replicate inhibition
Numbers without * were called inactive; ? = inconclusive; . = no result given; [ ] = remark or other dose.

SMILES | GPR35 antagonists | SIAH1 antagonists | K1F lysis inhibition | GPR55 beta-arrestin | NS5 inhibitors | GPR55 LPI antagonism | NTR1 ag | NTR1 ag cell count 20 µM | HIV fusion peptide | AID2073 | others
O=C(CNC(=O)OCc1ccccc1)NC1CCCCNC1=O (configuration not stated) | 1% | 0% | 0.9%[50 µM] | 0.0% | -3% | 7% | 0.0 | 79 | 1.1% | -10%
Cc1cccc(NC(=O)c2ccc(NCC3CCCO3)c([N+](=O)[O-])c2)c1 (configuration not stated) | 10% | 8% | 3.0%[50 µM] | 1.0% | -2% | 12% | 4.4 | 47 | 21% | -6%
O=C(O)c1[nH]c2ccccc2c1CC(=O)N1CCOCC1 | 6% | 0% | 0.2% | -0.2% | -8% | 25% | 0.0 | 49 | 4.9% | 9% | NS5 inhibitors pilot replicate=-2.7
Cc1[nH]c2ccccc2c1C(=O)COC(=O)C1CCC(=O)N1 (configuration not stated) | 17% | 4% | 0.2% | 0.1% | -7% | 6% | -0.1 | 44 | -1.9% | -2%
CCc1ccc(NC(=O)c2cc(C)nn2-c2ccccc2)cc1 | -3% | 5% | -0.1% | -0.1% | -3% | -7% | 0.5 | 63 | -1.7% | ?
Nc1nc(NCCOCCO)nc(NCc2ccccc2)c1[N+](=O)[O-] | -14% | 0% | -2.0%[50 µM] | 0.0% | -8% | 5% | -0.2 | 98 | -0.3% | -14%
Cn1cc(CCNCc2cn[nH]c2-c2ccc(-c3ccccc3)cc2)cn1 | -17% | 2% | 0.4% | 0.0% | 1% | 10% | 3.0 | 76 | -1.6% | 13%
COc1ccc(-c2cc(=Nc3c(C)n(C)n(-c4ccccc4)c3=O)c3ccccc3o2)cc1 | 22% | 0% | 0.0% | -0.5% | -8% | 14% | 0.1 | 36 | -2.1% | 18%
COc1cccc(OC)c1C(=O)NC(C)C12CC3CC(CC(C3)C1)C2 (configuration not stated) | 6% | 0% | 2.9% | -0.1% | 3% | 4% | -2.5 | 61 | -0.8% | 23%
COc1cc(OC)c(OC)cc1/C=N/n1c(-c2n[nH]c3c2CCC3)n[nH]c1=S | 20% | 12% | -0.5% | -0.2% | -5% | 12% | -0.6 | 44 | -0.8% | -39%
O=C(NCc1cccnc1)c1ccc(COc2ccc(Cl)cc2Cl)o1 | 4% | -5% | 0.1% | -0.1% | -4% | -6% | 5.1 | 43 | -0.4% | -1%
O=C(NCc1ccccc1)C1CCCN(S(=O)(=O)c2ccc(Br)cc2)C1 (configuration not stated) | -3% | -5% | 1.6%[50 µM] | 0.3% | 1% | 15% | 1.5 | 54 | -0.9% | 6%
Cc1noc(C)c1C(=O)N1CCCc2ccccc21 | -8% | -3% | 0.3% | -0.1% | -3% | -5% | 0.1 | 64 | 3.3% | 18%
CC1CCN(C(=O)COC(=O)CCc2c[nH]c3ccccc23)CC1 | -13% | -1% | 0.8% | 0.0% | 0% | 4% | 0.9 | 55 | -0.1% | -4%
Cc1ccc(CC2S/C(=N/c3ccccn3)NC2=O)cc1 (configuration not stated) | -7% | -4% | 0.3% | -0.2% | -3% | 7% | 1.9 | 46 | 0.3% | 8%
COc1cc(/C=N\NC(=O)c2ccc(-c3ccccc3)cc2)cc(OC)c1OC(C)=O | -12% | 6% | 0.0%[50 µM] | -0.1% | 9% | 0% | 0.5 | 67 | 0.2% | 5%
O=C(NCc1ccco1)c1ccc(CNc2c(N3CCCCC3)c(=O)c2=O)cc1 | -6% | 7% | -1.1% | 0.7% | -3% | 4% | -3.3 | 53 | -0.2% | -10%
COc1ccc(S(=O)(=O)N2CCC(C(=O)NCc3ccc(C)cc3)CC2)cc1 | -10% | 1% | -0.2% | -0.1% | -7% | -7% | -1.5 | 43 | 3.1% | -2%
Cc1ccc(NC(=S)Nc2ccc(OC(F)F)c(Cl)c2)cc1Cl | -9% | -5% | 7.9% | -0.2% | -8% | 6% | . | . | 1.0% | -17%
O=C(c1ccc(Cl)cc1Cl)c1ncc(C(F)(F)F)cc1Cl | 10% | 5% | 0.9% | -0.1% | 1% | 6% | 2.4 | 82 | -2.0% | 0%
COc1cc2c(cc1OC)CN(C(=O)/C=C/c1cc(OC)c(OC)c(OC)c1)CC2 | 6% | -4% | 0.3% | 0.4% | 3% | 2% | -0.9 | 50 | 0.8% | 12%
O=C(CSC1=NCCN1)NC1CCCCCC1 | 2% | 2% | 0.7% | -0.1% | 0% | 0% | 1.7 | 66 | -4.7% | 29%
COc1ccc(CCNC(=O)C(CC(C)C)NC(N)=O)cc1 (configuration not stated) | -4% | 2% | 0.3% | -0.2% | -8% | -18% | -0.1 | 33 | -0.6% | 5%
O=C(c1ccc(Cl)cc1)c1oc2ccccc2c1CS(=O)c1ccccc1 (configuration not stated) | 16% | -2% | 3.0% | 0.0% | -5% | 7% | 14 | 77 | 1.8% | -8%
COc1ccc2[nH]c(=O)c(C(c3nnnn3C(C)(C)C)N(Cc3ccco3)CC3CCCO3)cc2c1 (configuration not stated) | 0% | -2% | -0.2% | 0.2% | 8% | 19% | -0.9 | 49 | -1.5% | ?
COc1ccc(OC)c(NC(=O)c2cc(-c3cc(C)c(C)cc3O)n[nH]2)c1 | -12% | 14% | -0.1% | -0.1% | 1% | 4% | 9.0 | 78 | 0.3% | 9%
CCCC(=O)NNC(=O)CCC(=O)NCc1ccccc1 | 10% | 1% | -0.4% | -0.1% | -1% | 1% | 1.1 | 65 | -0.6% | -2%
O=C(CN1C(=O)c2ccccc2S1(=O)=O)NCc1ccco1 | 4% | 4% | -0.4% | -0.1% | -4% | 10% | 1.0 | 22 | 0.3% | 7%
Cc1c(-c2nc(N)nc(Nc3ccccc3)n2)oc2ccccc12 | -11% | 18% | 0.2% | 0.6% | -4% | 24% | 21 | 39 | 0.8% | 8%
Cc1ccc(C(O)P(=O)(OC2CCCCC2)OC2CCCCC2)cc1 (configuration not stated) | -13% | -3% | -0.5% | -0.1% | -4% | -2% | 3.1 | 72 | 1.2% | 4% | NS5 inhibitors pilot replicate=-0.3
CCCCNCC#CCOc1cc(C)ccc1C(C)C | 21% | 1% | 0.5% | -0.1% | -10% | 8% | 1.2 | 43 | 0.1% | -9%
COc1ccc(C(=O)Nc2cc(C(=O)c3ccccc3)c(C)oc2=O)cc1 | -1% | 0% | -0.1% | -0.1% | 35% | 14% | 2.5 | 88 | 0.4% | -19%
COc1ccc(NC(=O)c2cccs2)cc1O | -10% | -5% | 0.1% | -0.2% | -2% | 0% | -0.4 | 46 | -1.3% | 0%
O=C(CN1CCOCC1)Nc1ccc([N+](=O)[O-])cc1Br | -4% | 3% | 0.6% | 0.1% | 5% | 0% | 1.7 | 46 | 0.5% | -4%
c1ccc(-c2nnc(CSc3ccc4c(c3)OCCO4)o2)cc1 | 0% | 8% | 0.0% | 0.1% | 5% | -2% | -0.6 | 48 | 0.5% | -7%
Cc1ccccc1CC(=O)NCCN1CCCCC1 | 8% | 0% | 0.3% | -0.1% | 3% | 0% | 0.5 | 68 | -1.3% | 13%
CC(C)(C)OC(=O)N1CC2Cc3[nH]c(=O)ccc3C(C2)C1 (configuration not stated) | 19% | -5% | 0.0% | -0.4% | -2% | 6% | -0.1 | 83 | -1.1% | -2%
CC1C(=O)NN=C1C(=O)N/N=C/c1ccco1 (configuration not stated) | 0% | 5% | -1.8% | 0.6% | -2% | 0% | 1.4 | 22 | -1.1% | -1%
Cc1ccc(S(=O)(=O)N2CCCC2C(=O)OCC(=O)Nc2ccc3c(c2)OCO3)cc1 (configuration not stated) | 12% | 3% | -0.2% | -0.3% | -8% | -5% | 0.0 | 89 | -1.3% | 0%
O=[N+]([O-])c1ccc(CN2CCCCCC2)s1 | -5% | 7% | -0.2% | 0.3% | 7% | 1% | 1.1 | 54 | 1.2% | -2%
Cc1cccc(C)c1Nc1nnc(SCc2nc3ccccc3c(=O)[nH]2)s1 | -24% | -5% | -2.3% | -0.3% | -4% | 7% | -0.3 | 68 | 2.3% | -1%
O=S(=O)(Nc1ccc(F)cc1)c1cccc2nsnc12 | -8% | -3% | 0.0% | -0.2% | 1% | 9% | -0.8 | 68 | -1.3% | 10%
COc1ccc(-c2cc(C(F)(F)F)c3c(=O)n(-c4ccccc4)[nH]c3n2)cc1 | -4% | 4% | 0.1% | -0.1% | 44µM* | 19% | 4.9 | 85 | 18% | -22%
S=c1[nH]nc(CSCc2ccccc2Cl)n1C1CCCCC1 | -4% | 9% | 0.1% | -0.1% | -4% | 3.7µM* | . | . | 2.1% | -4%
O=C(CN(Cc1ccco1)S(=O)(=O)c1ccccc1)N/N=C/c1ccccc1C(=O)O | -3% | -4% | 0.2% | -0.1% | 1% | -1% | 0.2 | 53 | 0.7% | 24%
COCCNC(=S)NC(=O)c1ccc(C(C)(C)C)cc1 | 3% | -5% | 1.5%[50 µM] | 0.2% | 2% | 1% | 0.5 | 57 | -1.1% | -14%
COC(=O)CCC(=O)OC1(C)C(=O)C=C2C=C(C3CC3)N(CC(C)C)C=C2C1=O (configuration not stated) | 2% | -5% | . | -0.1% | . | 11% | 2.0 | 90 | 1.9% | 0%
CC1CCCCC1NC(=O)CCn1c(=O)oc2ccccc21 (configuration not stated) | -10% | 5% | 0.2% | -0.3% | -2% | -2% | 0.4 | 50 | 3.4% | 10%
O=C(/C=C/c1ccccc1[N+](=O)[O-])NCc1ccccc1Cl | 5% | 9% | 0.1% | 0.0% | -3% | 9% | -0.6 | 48 | -2.0% | 8%
O=c1[nH]c(CSc2nnc(Nc3ccccc3)s2)nc2ccccc12 | 1% | 1% | -0.1% | -0.1% | 1% | 18% | 1.2 | 61 | 3.1% | 16%
